Compound activity as filed in PubChem.
D1 allo mod = allosteric modulators of human D1 dopamine receptor. P21728. HEK293 D1, CRE-luciferase, dopamine EC30 potentiation; actives deviate in either direction. B-score at 10 µM. hit rate 5.9% among 58,000;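 active = luminescence count or its row- and column-corrected plate score outside the 99.7% band of the plate's sample wells, on either side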
Cdc25B block = human M-phase inducer phosphatase 2 inhibition | P30305 | recombinant Cdc25B, OMFP fluorescence Ex485/Em525 | inhibition, %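 (compounds tested at 10 µM final in the well)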 | hit rate 0.1% among 65,000 | AID 368; in the data active = inhibition above about 50%
Target sequence (P30305 whole entry, looked up): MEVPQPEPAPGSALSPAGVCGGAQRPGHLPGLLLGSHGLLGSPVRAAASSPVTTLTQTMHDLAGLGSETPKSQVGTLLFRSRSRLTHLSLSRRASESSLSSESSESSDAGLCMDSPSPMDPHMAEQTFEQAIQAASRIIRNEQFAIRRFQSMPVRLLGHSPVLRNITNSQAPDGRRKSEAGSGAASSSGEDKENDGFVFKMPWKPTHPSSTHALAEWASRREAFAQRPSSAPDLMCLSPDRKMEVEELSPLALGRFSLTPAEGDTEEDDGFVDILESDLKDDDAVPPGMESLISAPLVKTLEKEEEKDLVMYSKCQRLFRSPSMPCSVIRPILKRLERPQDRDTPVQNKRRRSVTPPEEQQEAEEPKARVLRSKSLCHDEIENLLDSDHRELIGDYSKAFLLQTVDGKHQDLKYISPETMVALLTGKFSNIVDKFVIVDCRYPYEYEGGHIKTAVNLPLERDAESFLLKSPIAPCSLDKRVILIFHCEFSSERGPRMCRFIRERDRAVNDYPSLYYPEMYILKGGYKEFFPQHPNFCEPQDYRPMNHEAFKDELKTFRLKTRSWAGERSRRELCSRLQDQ
Her2 expr inh = Her2 kinase expression inhibition; P04626; SKBR-3 HER2 protein level, AlphaScreen, 18-24 h; active compounds read low; HER2 level % of control, % at 10 µM; hit rate 0.69% among 65,000;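 active = HER2 level under 5% of the carrier-only control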;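 also: 100% = DMSO carrier and 0% = 500 nM PU-H71 HSP90 inhibitor; lower value means stronger loss of Her2 protein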
FXIIa inh mix = inhibitors of human coagulation factor XIIa, pooled mixtures | P00748 | purified FXIIa, fluorogenic substrate | inhibition, % at 5 µM | hit rate 0.2% among 62,000 | AID 684; in the data active = inhibition above about 20%, passing the limit was not always enough;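 also: 0% = enzyme without compound and 100% = no enzyme blank; some results filed as inactive read as strong as hits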
TNAP act DEA = activates human TNAP at intermediate phosphate acceptor concentration; 64,000 tested, under 10 active; activation factor at 20 µM; AID 813; purified TNAP, CDP-star luminescence, 100 mM DEA, 30 min; active compounds read high; scale: 0 levamisole-inhibited, 1 vehicle-only enzyme; P05186;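 active = activation factor of at least 2 at 20 µM, relative to controls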
SF-1 act = activates the human nuclear receptor SF-1 | Q13285 | CHO-K1 Gal4-SF-1 LBD luciferase reporter; % increase over DMSO SF-1-specific signal | activation, % at 10 µM | hit rate 1.9% among 65,000 | AID 522;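 active = activation above the mean activation of all tested compounds plus 3 SD, cut at about 50% in these data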
Target sequence (Q13285 whole entry, looked up, the tested form may be a part): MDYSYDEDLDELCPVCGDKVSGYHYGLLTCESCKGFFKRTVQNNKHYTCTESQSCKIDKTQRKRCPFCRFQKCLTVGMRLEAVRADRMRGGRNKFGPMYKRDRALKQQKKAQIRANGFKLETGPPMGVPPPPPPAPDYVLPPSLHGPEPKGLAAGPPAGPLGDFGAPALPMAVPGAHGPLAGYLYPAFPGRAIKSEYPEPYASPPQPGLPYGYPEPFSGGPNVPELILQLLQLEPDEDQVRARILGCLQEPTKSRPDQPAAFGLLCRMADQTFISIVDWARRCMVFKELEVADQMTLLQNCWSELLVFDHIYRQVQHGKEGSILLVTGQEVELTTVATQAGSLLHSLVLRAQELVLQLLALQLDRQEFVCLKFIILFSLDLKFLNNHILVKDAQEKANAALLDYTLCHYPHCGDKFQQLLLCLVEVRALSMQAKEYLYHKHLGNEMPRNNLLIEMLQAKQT
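Compound – one dose, 10 µM compound, 1% DMSO · Test system – transient Gal4-SF-1 LBD reporter, CHO-K1 · Input – 4,000 cells in each well · Read-out basis – percent activation relative to DMSO median and mock-transfected background · Replicates – single measurement per compound · Technique – steady-glow luciferase luminescence, read after 15 min reagent incubation · Timing – 20 h compound treatment, 37 °C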
RORa activator = RORA (human) activation; P35398; hit rate 1.5% among 65,000; activation, % at 10 µM; CHO-K1 Gal4-RORA LBD luciferase reporter, luminescence; percent increase over mock-subtracted basal signal;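 active = activation above the mean of all tested compounds plus 3 SD, cut at about 49% in these data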;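 also: 0% = DMSO-treated RORA cells and 100% = added signal equal to DMSO minus mock-transfected cells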
DUSP1 inh = human dual specificity phosphatase 1 inhibition; recombinant MKP-1, OMFP hydrolysis fluorescence; P28562; hit rate 0.15% among 65,000; inhibition, %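 (compounds tested at a single concentration somewhere between 10 and 100 µM)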; AID 374;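 active = inhibition above about 50%, limit read from the data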;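 also: 0% = DMSO max control wells and 100% = wells with enzyme stopped by NaOH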
Hsp90 inh = displaces geldanamycin probe from tumor Hsp90; NCI-N417 lysate Hsp90, Cy3B-geldanamycin FP displacement; P07900; hit rate 0.35% among 64,000; inhibition, % at 30 µM;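 active = inhibition above 50%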;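 also: 0% = tracer plus lysate wells and 100% = tracer alone without lysate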
Numbers without * were called inactive; . = not tested or not shown.

SMILES | D1 allo mod | Cdc25B block | Her2 expr inh | FXIIa inh mix | TNAP act DEA | SF-1 act | RORa activator | DUSP1 inh | Hsp90 inh
Oc1ccccc1NCC(O)Cn1ccc2ccccc21 (configuration not stated) | -0.72 | -5 | 78 | 12 | 1 | -3 | -8 | 16 | 32
Cc1ccccc1NC(=O)NCCc1nc2ccccc2[nH]1 | . | -8 | 123 | . | 0.9 | 10 | -17 | 0 | 3
COc1ccc(NC2CC(=O)N(c3ccccc3)C2=O)cc1 (configuration not stated) | 0.1 | -2 | 121 | -8 | 0.8 | 57* | 32 | -1 | 2
COc1cc2c(C(=O)N3CCN(Cc4ccc5c(c4)OCO5)CC3)cn(C)c(=O)c2cc1OC | . | . | 67 | 7 | 0.9 | 0 | -4 | . | .
CCn1c2ccccc2c2nnc(SCCCn3c(=O)[nH]c4ccccc43)nc21 | 9.6* | -8 | 51 | 2 | 0.9 | 28 | 28 | 25 | -3
O=C(CCc1n[nH]c(=O)[nH]c1=O)N1CCCCC1 | . | -2 | 107 | 9 | 1 | -2 | -22 | 9 | 0
COc1ccc(CNC(=O)c2cnc3scc(C)n3c2=O)cc1 | . | 4 | 101 | 2 | 0.9 | -9 | 6 | 3 | -3
CCOC(=O)c1cc(-c2ccc3c(c2)OCO3)nc2onc(C)c12 | -0.14 | -6 | 57 | 1 | 0.8 | -6 | -9 | -2 | -3
O=C(Nc1ccccc1C(=O)NC1CCCC1)NC1CCCC1 | . | -7 | 83 | 1 | 0.9 | -9 | -9 | 2 | -1
O=C(c1cc(-c2ccccc2)nc2ccccc12)N1CCOCC1 | -0.043 | -7 | 86 | 3 | 0.9 | 5 | -21 | 12 | -4
O=C(CCNC(=O)c1ccc(Br)o1)NCc1ccccn1 | -0.42 | -16 | 90 | 1 | 0.9 | 4 | -7 | 5 | -2
CC1(C)CC(=O)N(CC(=O)O)c2ccccc2S1(=O)=O | 0.25 | -7 | 100 | 9 | 1 | -11 | 1 | -7 | -3
CSc1oc(-c2ccco2)nc1S(=O)(=O)c1ccccc1 | . | 1 | 99 | 2 | 0.9 | -7 | -11 | 2 | -4
Cc1ccc2nc(SCC(=O)O)nc(C)c2c1 | 0.87 | 2 | 107 | 15 | 0.8 | 1 | -10 | -10 | -3
COC(=O)Nc1nn(Cc2ccccc2F)cc1Br | -0.27 | -4 | 106 | 16 | 0.9 | -8 | -5 | 0 | -4
Cc1cccn2c(=O)c3cc(C(=O)N4COCC4(C)C)n(C)c3nc12 | 0.1 | -4 | 95 | 10 | 1 | 2 | -10 | 12 | 0
NC(=O)c1oc2ccccc2c1NC(=O)CN1CCCCC1 | -0.54 | -2 | 93 | 1 | 0.9 | -13 | 1 | -15 | -5
O=C(c1ccncc1)N(Cc1ccccc1)Cc1nc2ccccc2c(=O)[nH]1 | -0.49 | -3 | 95 | 8 | 0.9 | -6 | 3 | 8 | -2
COC(=O)CC1SC(=O)NC1=Nc1ccccc1 (configuration not stated) | -0.05 | -4 | 104 | 3 | 1 | 1 | 0 | 3 | -1
O=C(OCN1C(=O)c2ccccc2C1=O)c1ccco1 | -0.3 | 4 | 80 | -17 | 1 | -16 | -13 | 7 | -2
Cc1c(NC(=O)NCCN2C(=O)C3C4C=CC(C4)C3C2=O)c(=O)n(-c2ccccc2)n1C (configuration not stated) | . | -5 | 99 | -3 | 1 | -28 | 32 | -6 | -1
O=C(CCCNS(=O)(=O)c1cccs1)N1CCN(c2cccc(Cl)c2)CC1 | . | -10 | 138 | 5 | 0.9 | 0 | -2 | 8 | .
NC(=O)Cn1c(=O)oc2ccccc21 | -0.16 | 0 | 98 | 0 | 0.9 | -11 | -12 | -1 | 3
CCCC(=O)N(c1ccc2oc(=O)sc2c1)S(=O)(=O)c1cccs1 | . | 16 | 86 | 0 | 0.8 | -12 | -6 | 7 | 30
Cc1ccc2oc(=O)c3cnn(CC(=O)NC4CCCCC4C)c3c2c1 (configuration not stated) | . | 3 | 93 | 11 | 0.9 | -14 | 2 | 19 | -3
c1csc(-c2noc(COc3ccc4c(c3)CCCC4)n2)c1 | -0.49 | -5 | . | -7 | 0.9 | 37 | 47 | 12 | -5
CCCOc1ccc(C(=O)NCCC(=O)NCCCC(=O)OCC)cc1 | -1.3 | -2 | 102 | -20 | 0.9 | -10 | 14 | 0 | -4
Cc1cc(C(=O)COC(=O)CCC(=O)c2ccc3c(c2)OCCO3)c(C)n1Cc1ccco1 | -2.1 | -12 | 107 | -12 | 0.9 | 2 | 3 | 3 | -3
O=C(CSc1nc2ccccc2o1)NCc1ccc2c(c1)OCO2 | 0.33 | -4 | 93 | 12 | 0.9 | 10 | -2 | 10 | -3
O=C(CSc1nnc(Cc2cccs2)n1-c1ccccc1)NC1CCCCC1 | 0.76 | -46 | 105 | 3 | 0.9 | -4 | 21 | -2 | -2
CCCN1CCN(CCCNC(=O)Cn2nc(-c3ccc(Cl)cc3)ccc2=O)CC1 | -0.29 | -8 | 73 | -2 | 0.9 | -15 | -8 | -7 | -3
CN1CCc2c(sc3c2C(=O)NC(/C=C/c2ccco2)N3)C1 (configuration not stated) | -0.052 | 0 | 89 | . | . | 1 | -34 | -31 | -7
O=C(CSc1nc(O)cc(=O)[nH]1)C1CC1 | -0.17 | -9 | 99 | 3 | 0.9 | -3 | 4 | 3 | 1
O=S(=O)(c1ccc(Cl)cc1)N1CCN(c2ccc(N3CCOCC3)nn2)CC1 | -0.041 | -2 | 88 | -24 | 1 | -1 | 13 | 9 | 4
CN(c1ccc(Cl)cc1)c1cc(=O)n(C)c2ccccc12 | 0.18 | -3 | 27 | 1 | 0.9 | -5 | -8 | 15 | 3
O=C(NC(NC1CCS(=O)(=O)C1)C(=O)c1cccs1)c1ccccc1 (configuration not stated) | 0.83 | -9 | 103 | 8 | 0.9 | -2 | 9 | 7 | -9
CCOc1ccc(-n2c(=O)cc(N3CCN(c4ccc(F)cc4)CC3)[nH]c2=O)cc1 | 0.068 | -13 | 80 | 2 | 0.9 | -6 | 8 | 6 | -3
CCOC(=O)/C(C#N)=C(\N)C(C)C(=O)Nc1ccccn1 (configuration not stated) | 0.3 | 4 | 131 | -7 | 0.8 | -10 | -6 | -17 | -1
c1coc(CNc2c3c(nc4ncnn24)CCC3)c1 | 0.51 | -9 | 101 | 2 | 0.9 | 13 | 16 | 8 | -2
Cc1ccc(S(=O)(=O)N2CC3CCC2C3)cc1 (configuration not stated) | 4.4* | 22 | 91 | -3 | 1 | -10 | 17 | 0 | -3
CC(=O)c1cccc(NC(=O)c2cc(-c3ccc(C)cc3)on2)c1 | -2 | -11 | 111 | -2 | 1 | -10 | -6 | 3 | -3
COc1cc2c(cc1OC)C(=NCCC(=O)O)NC(C)(C)C2 | -0.035 | -5 | 103 | 4 | 0.9 | 5 | -3 | -3 | 2
COc1ccc(OC)c(C(c2nnnn2Cc2ccccc2)N2CCN(C3CCCCC3)CC2)c1 (configuration not stated) | . | 4 | 99 | 5 | 0.9 | 10 | 16 | -11 | 2
CCn1c(=O)cc(OCC(=O)NCc2ccco2)c2ccccc21 | -0.11 | -16 | 126 | 4 | 1 | -4 | -22 | 0 | -6
CNC(=O)CSc1nnc(-c2cc(C)cc(C)c2)o1 | -3.2* | 6 | 111 | 0 | 1 | 2 | 0 | 6 | -1
Cc1cc(C)c(C#N)c(SCC(O)CS(=O)(=O)Cc2ccccc2)n1 (configuration not stated) | -0.087 | -12 | 77 | 10 | 0.9 | -4 | -16 | 5 | -4
CCc1nc(NCC2CCCO2)c2oc3ccccc3c2n1 (configuration not stated) | 6* | 1 | 92 | 7 | 0.9 | -12 | 9 | -14 | 0
Cc1[nH]c2ccccc2c1SCC(=O)N1CCOCC1 | -1.5 | -8 | 100 | 8 | 1 | 12 | -4 | -1 | -3
Cc1cc(C(=O)CSc2n[nH]c(N)n2)c(C)n1-c1cc(F)ccc1F | 0.022 | -7 | 104 | 11 | 1.1 | 22 | 17 | 23 | -8
c1ccc2c(-c3nc4ncccc4o3)cccc2c1 | 1.3 | -4 | 56 | 1 | 0.8 | 15 | 7 | -7 | -10

Next compounds.
SMILES | D1 allo mod | Cdc25B block | Her2 expr inh | FXIIa inh mix | TNAP act DEA | SF-1 act | RORa activator | DUSP1 inh | Hsp90 inh
COC(=O)c1nc(C(=O)OC)c(C(=O)OC)nc1C(=O)OC | 0.1 | -8 | 93 | 0 | 0.9 | 1 | -1 | 3 | 2
Cn1c(=O)c2c(nc(CN3CCN(c4ccc(F)cc4)CC3)n2CCN2CCOCC2)n(C)c1=O | -0.92 | -20 | 104 | 0 | 0.9 | -14 | -7 | 2 | -4
CC1(C)Oc2ccc3ccc(=O)oc3c2/C(=C/Nc2ccccn2)C1=O | -3.6* | -7 | 84 | 8 | 1 | 3 | 3 | 14 | -5
O=C(Nc1ccc(CCC(=O)N2CCCC2)cc1)c1ncn[nH]1 | . | 0 | 86 | 0 | 1 | 7 | -21 | 2 | 0
Cc1cnc(NC(=O)CSc2nnc(-c3ccccc3)n2Cc2ccccc2)s1 | . | 4 | 67 | 12 | 0.8 | -14 | 3 | -6 | 2
COc1ccc(CCNS(=O)(=O)c2ccc3c(c2)OCCO3)cc1OC | 5.2* | -6 | 129 | 12 | 1 | -6 | 6 | 9 | .
Cc1csc(SC(C)C(=O)Nc2ccc(S(=O)(=O)N3CCCC3)cc2)n1 (configuration not stated) | . | -16 | 113 | . | 0.9 | -11 | -10 | -2 | 0
CCn1c2c(c3ccc(OC)cc31)CCCC2=O | 0.92 | 1 | 72 | 6 | 0.8 | 5 | 2 | -3 | -3
O=C(OCc1nc2ccccc2s1)c1cccc(S(=O)(=O)N2CCOCC2)c1 | . | -4 | 119 | 4 | 0.8 | 28 | 45 | 4 | -4
CCOC(=O)c1sc(NC(=O)c2ccc(S(=O)(=O)N3CCOCC3)cc2)cc1C | 0.78 | 24 | 83 | 10 | 0.9 | -10 | -16 | 19 | 0

Overlap with the part before: three entries, then new ones.
SMILES | D1 allo mod | Cdc25B block | Her2 expr inh | FXIIa inh mix | TNAP act DEA | SF-1 act | RORa activator | DUSP1 inh | Hsp90 inh
CCn1c2c(c3ccc(OC)cc31)CCCC2=O | 0.92 | 1 | 72 | 6 | 0.8 | 5 | 2 | -3 | -3
O=C(OCc1nc2ccccc2s1)c1cccc(S(=O)(=O)N2CCOCC2)c1 | . | -4 | 119 | 4 | 0.8 | 28 | 45 | 4 | -4
CCOC(=O)c1sc(NC(=O)c2ccc(S(=O)(=O)N3CCOCC3)cc2)cc1C | 0.78 | 24 | 83 | 10 | 0.9 | -10 | -16 | 19 | 0
CSc1nnc(-c2sc3cc(Cl)ccc3c2Cl)n1C | -0.42 | -6 | 108 | 0 | 0.9 | 2 | 3 | 9 | -4
CCOC(=O)CC12CN3CN(C1)CC(CC(=O)OCC)(C3)C2=O | 0.64 | 0 | 101 | 0 | 0.9 | -12 | -14 | -6 | -2
CN(Cc1ccccc1)Cc1nc2c(c(=O)n(C)c(=O)n2C)n1CCc1ccccc1 | 0.39 | -5 | 90 | . | . | -5 | 5 | -2 | 0
COc1ccc2c(=O)c3c(=O)n(Cc4ccco4)c(-c4ccc(C)cc4)nc3oc2c1 | -0.54 | -2 | 4.8* | 8 | 0.9 | 10 | 12 | 21 | -7
CS(=O)(=O)N(CC(=O)NCc1ccncc1)c1cc(Cl)cc(Cl)c1 | -0.2 | -3 | 68 | -22 | 1 | -14 | 4 | 14 | .
CCCn1c(SCC(=O)N2CCc3ccccc32)nnc1-c1ccco1 | 0.58 | -11 | 125 | -14 | 1 | -17 | -9 | -13 | -1
CCOC(=O)c1ccccc1NC(=O)CC1SC(=NC)N(C)C1=O (configuration not stated) | 0.0011 | -1 | . | 3 | 1 | -13 | 12 | 3 | .
